Vif imaging: HIV Vif self-association inhibitors, primary screen, imaging, HEK293T, single point; 340,000 compounds, 0.35% hits; HEK293T cells, Vif self-association by quenched fluorescence, 24 h; AID 602346, 2012; inhibition, % at 7.49 µM; in the data active = inhibition above about 50%, passing the limit was not always enough; also: some results filed as inactive read as strong as hits
Exocytosis inh: LAMP-1 surface exposure blockers, TALL-104 cells – cell-based, flow cytometry, MLPCN library, primary screen | 360,000 compounds, 0.66% hits | inhibition, % at 10 µM | TALL-104 LAMP-1 surface exposure; cells stimulated with thapsigargin and PMA;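 active = inhibition above about 55%, limit read from the data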
ABHD5-PLIN5 inh: ABHD5-PLIN5 interaction inhibitors, primary screen, cell lysate, split luciferase complementation, luminescence; inhibition, % at 4 µM; Perilipin-5 (Homo sapiens) + 1-acylglycerol-3-phosphate O-acyltransferase ABHD5 (Homo …; Split G. princeps luciferase complementation, 4 h; 360,000 compounds, 0.78% hits;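 active = inhibition above the mean inhibition across every tested compound plus 3 SD, cut at about 22% in these data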;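 also: 0% = DMSO only wells and the 100% control is not disclosed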
TLR9-MyD88 block: inhibitors of TLR9-MyD88 association in cells, primary screen, cell-based, CHO, BLA complementation, fluorescence; Toll-like receptor 9 (Homo sapiens) + Myeloid differentiation primary response protein …; CCF4 FRET ratio; inhibition, % at 4.98 µM; 340,000 compounds, 0.21% hits;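 active = inhibition above the mean over all tested compounds plus 3 SD, cut at about 21% in these data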;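 also: 0% = DMSO only wells and 100% = clavulanate BLA inhibitor control wells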
MC4R barr agon: MC4R agonists recruiting beta-arrestin, primary screen, cell-based, luminescence, agonist arm of biased-ligand search; Melanocortin receptor 4 (Homo sapiens), P32245; U2OS MC4R beta-arrestin complementation; percent of melanotan II response, DMSO zero; activation, % at 8.9 µM; 360,000 compounds, 0.98% hits;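 active = activation above a per-plate cutoff, the mean activation of sample wells on that plate plus 3 SD, cut at about 8% in these data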
Target sequence (P32245 whole entry, looked up): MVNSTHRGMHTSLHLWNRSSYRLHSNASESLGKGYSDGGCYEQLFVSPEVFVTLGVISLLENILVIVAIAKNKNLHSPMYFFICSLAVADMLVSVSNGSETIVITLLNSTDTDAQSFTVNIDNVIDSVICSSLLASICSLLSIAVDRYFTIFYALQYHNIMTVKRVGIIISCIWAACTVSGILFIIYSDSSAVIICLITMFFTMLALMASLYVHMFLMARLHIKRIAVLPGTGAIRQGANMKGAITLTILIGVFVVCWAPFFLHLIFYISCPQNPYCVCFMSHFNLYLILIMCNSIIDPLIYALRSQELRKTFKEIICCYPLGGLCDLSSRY
ABCB6 inh MLPCN: ABCB6 transporter inhibitors, primary screen, K562-ABCB6 cells, flow cytometry, MLPCN library; K562-ABCB6 porphyrin accumulation, 1 h; stronger effect = lower value; fluorescence ratio to DMSO, % at 10 µM; AID 602162, 2011; 360,000 compounds, 0.19% hits; ATP-binding cassette sub-family B member 6 (Homo sapiens), Q9NP58;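 active = fluorescence ratio to DMSO below 75%, the collection mean minus 3 SD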;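 also: signal is porphyrin accumulated inside mitochondria; 100% equals median channel fluorescence of DMSO control wells; lower ratio means ABCB6 inhibition with less porphyrin fluorescence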
MC4R antag cAMP: MC4R antagonists of cAMP signaling, primary screen, cell-based, TR-FRET, antagonist arm of biased-ligand search. 360,000 compounds, 0.48% hits. MC4R-expressing cells, MTII-stimulated cAMP, LANCE TR-FRET. inhibition, % at 6.5 µM. Melanocortin receptor 4 (Homo sapiens), P32245;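 active = inhibition above its plate's cutoff, the mean of tested wells on that plate plus 3 SD, cut at about 29% in these data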;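 also: 0% = Melanotan II alone and 100% = Melanotan II plus saturating MCL0020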
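Test system: U2OS cells stably expressing human melanocortin 4 receptor (MC4R); also added: Melanotan II challenge; compound: 6.5 µM single dose; timing: 30-min compound preincubation, 1-h Melanotan II challenge, 1-h detection, room temperature; signal: Eu-cAMP/anti-cAMP TR-FRET, emission 671 nm; repeats: one well per compound, no replicates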
NOD2-RIPK2 inh: NOD2-RIPK2 binding disruptors in cells, primary screen, fluorescence, CHO cells, BLA complementation. Receptor-interacting serine/threonine-protein kinase 2 (Homo sapiens), O43353. CCF4 ratio. inhibition, % at 4.98 µM. 360,000 compounds, 0.38% hits. AID 624267, 2012; in the data active = inhibition above about 21%;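 also: 0% = vehicle only and 100% = reference blocker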
Target sequence (O43353 whole entry, looked up): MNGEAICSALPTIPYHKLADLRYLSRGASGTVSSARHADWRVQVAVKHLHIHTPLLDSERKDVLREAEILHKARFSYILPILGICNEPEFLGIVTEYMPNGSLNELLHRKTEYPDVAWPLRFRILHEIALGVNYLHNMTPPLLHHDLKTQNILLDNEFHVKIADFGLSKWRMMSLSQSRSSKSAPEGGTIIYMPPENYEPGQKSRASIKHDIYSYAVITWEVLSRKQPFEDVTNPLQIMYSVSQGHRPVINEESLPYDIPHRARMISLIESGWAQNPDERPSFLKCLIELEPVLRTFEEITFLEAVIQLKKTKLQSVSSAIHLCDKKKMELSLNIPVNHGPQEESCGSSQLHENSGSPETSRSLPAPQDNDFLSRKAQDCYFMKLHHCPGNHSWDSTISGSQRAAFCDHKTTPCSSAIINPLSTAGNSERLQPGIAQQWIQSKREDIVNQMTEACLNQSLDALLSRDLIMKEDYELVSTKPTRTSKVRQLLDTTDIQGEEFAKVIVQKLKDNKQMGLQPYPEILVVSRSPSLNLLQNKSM
N-glyco inh: increase of ERlucT glycosylation luciferase signal, primary screen, N-linked glycosylation inhibitor project, D54 ERlucT cells, luminescence, set 2 | 360,000 compounds, 0.23% hits | reporter increase, % at 12.5 µM | D54 ERlucT glycosylation luciferase reporter, 24 h; percent of 100 nM tunicamycin response | AID 588692, 2011;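 active = mean luciferase reporter signal, scaled so untreated is 0 and the glycosylation-blocking control 100, at or above a set limit in every replicate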;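 also: luciferase carries N-glycosylation sites so blocking glycosylation raises the light; 0% = median of neutral control wells and 100% = median of 100 nM tunicamycin wells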
aDG glyco up: activators of alpha-DG glycosylation, primary screen, uHTS, Pro5-aDG cells, AlphaScreen | alpha-DG glycosylation AlphaScreen (IIH6); 0% Pro5, 100% B10-LARGE cell signal | activation, % at 10 µM | 360,000 compounds, 0.22% hits | AID 624168, 2012;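 active = activation of at least 8% versus controls, or a plate z-score of at least 8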;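 also: Pro5 are CHO cells carrying HIG-tagged alpha-DG that lacks glycosylation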
Numbers without * were called inactive; . = no result given. Only part of the results is shown; rates above refer to the full screens.

SMILES | Vif imaging | Exocytosis inh | ABHD5-PLIN5 inh | TLR9-MyD88 block | MC4R barr agon | ABCB6 inh MLPCN | MC4R antag cAMP | NOD2-RIPK2 inh | N-glyco inh | aDG glyco up
Cc1ccc(C(=O)Nc2nccs2)cc1 | -5 | -1 | 0 | -10 | -2.2 | 100 | 0 | -10 | -7 | -0.2
CCC1=Nc2cc(C(=O)NCCCOC(C)C)ccc2Sc2ccccc21 | -14 | 4 | 4 | -3 | -2.4 | 98 | -10 | 10 | 4 | 0.1
COc1ccc(NC(=O)CSc2nc3ccsc3c(=O)n2Cc2ccccn2)c(OC)c1 | 3 | -1 | -4 | 2 | -2.7 | 103 | -3 | 3 | 22 | -0.1
O=C(NNc1cc(Br)c(O)c(Br)c1)c1ccccc1 | -4 | 0 | 21 | -11 | 0.6 | 98 | -3 | 3 | 0 | 0.5
CCCCC[n+]1ccn(C2=C([O-])c3ccccc3C(=O)/C2=N\S(=O)(=O)c2ccccc2)c1 | . | 4 | 4 | 0 | -2.1 | 102 | -10 | 7 | -13 | 3.9
COc1ccc(N2CCN(C(=O)CSc3nc4cc(OC)c(OC)cc4cc3C#N)CC2)cc1 | -5 | 0 | 5 | -2 | -1.6 | 103 | -12 | -3 | -1 | 1.1
Cc1ccc(NC(=O)CN2CCc3ccccc3C2)cc1C | 2 | -9 | 0 | -5 | 0.7 | 99 | 0 | -4 | -2 | 0.0
COc1ccc(OC)c(CN2CCSCC2)c1 | 4 | 2 | 5 | -13 | 0.6 | 94 | 4 | 0 | 0 | -0.1
Cc1ccc(S(=O)(=O)N2CCN(C(=O)COC(=O)C3CC3C)CC2)c(C)c1 (stereo unspecified) | 20 | -1 | 2 | -5 | -1.5 | 100 | 2 | -1 | 1 | 0.0
COc1ccc2oc(=O)c(/C(C)=N/Nc3ccccc3)cc2c1 | -4 | 7 | 8 | -7 | 6.9 | 94 | -48 | 8 | -1 | 0.4
Cc1nc2ccccc2n1CC(=O)NCCN1CCOCC1 | -5 | -4 | 6 | 0 | 0.1 | 89 | 5 | -3 | -1 | -0.2
Cn1c(=O)c2sccc2n2c(CCCC(=O)N3CCCCC3)nnc12 | -1 | -1 | 0 | -4 | -1.8 | 99 | 3 | -10 | 1 | 0.2
C[C@@H]1CN([C@H](C)CO)C(=O)CCCn2nncc2CO[C@@H]1CN(C)S(=O)(=O)c1ccc(Oc2ccccc2)cc1 | -2 | 3 | 12 | 2 | 0.9 | 94 | 5 | 3 | 1 | 0.1
CCCCN1C2=NCCCN2c2ccccc21 | -3 | -3 | -3 | 9 | -0.8 | 95 | 4 | 0 | 2 | 0.3
Cc1ccc(NC(=O)CSc2nnc(-c3cnccn3)n2Cc2ccco2)cc1 | -1 | -7 | 8 | 3 | -1.6 | 94 | 0 | -9 | -1 | 0.2
O=C(NC1CCC(O)CC1)c1cc(Cl)c2c(c1)OCCO2 (stereo unspecified) | 9 | -4 | -5 | 0 | -0.4 | 109 | 3 | 6 | 1 | 0.1
Cc1ccc([C@H]2C[C@@H](O)[C@H](n3cc(COC(=O)c4ccccc4)nn3)CN2Cc2cccs2)cc1 | -1 | 0 | 0 | 5 | 4.5 | 103 | 6 | 9 | 2 | -0.1
CC(Sc1nc2nn(-c3ccccc3)c(=O)c-2c2n1CCCCC2)C(N)=O (stereo unspecified) | . | -3 | 0 | -3 | 1.0 | 96 | 6 | 10 | 1 | 0.2
CCOc1ncccc1C(=O)OCC(=O)c1cccs1 | . | -2 | 0 | 9 | 1.9 | 99 | 21 | -3 | 1 | -0.1
NC(=O)c1ccccc1NC(=O)c1ccc2c(c1)OCO2 | -4 | -11 | -1 | 2 | 0.0 | 100 | 3 | 7 | -2 | -0.2
Cc1[nH]nc(SCC(=O)N2CCCC2)c1[N+](=O)[O-] | -2 | -1 | 1 | -1 | -0.6 | 95 | 10 | 15 | 0 | 0.0
CN(CC(=O)Nc1ccc(F)cc1)CC(=O)NC1CCCCC1 | -6 | -2 | 2 | 2 | -2.2 | 94 | 8 | 0 | 0 | 0.7
N#Cc1c(-c2ccco2)cc(C2CC2)nc1N | -7 | -2 | 5 | 0 | 0.0 | 105 | 1 | -6 | 2 | 0.2
CC(C)(C)OC(=O)NCCCC[C@H](NC(=O)c1nc[nH]c1C(=O)NCc1ccc(CNC(=O)OC(C)(C)C)cc1)C(=O)OC(C)(C)C | -6 | -5 | 0 | 5 | -2.7 | 97 | 7 | -6 | -1 | -0.3
CS(=O)(=O)N1N=C(c2ccc(Cl)cc2)CC1c1cccs1 (stereo unspecified) | -4 | 0 | -1 | 2 | -0.6 | 94 | -7 | -5 | -2 | 0.2
CCn1c(COc2ccccc2C)nnc1SCC(=O)N1CCC(C)CC1 | -14 | -1 | 9 | -6 | -0.1 | 100 | 3 | 0 | 1 | 0.4
Cc1ccc(Nc2ncc3c(n2)CC(C)(C)CC3=O)cc1 | -2 | 1 | -3 | 2 | -3.2 | 90 | -2 | 2 | -4 | 0.0
CCCCC(c1nnnn1CCOC)N1CCN(c2cccc(OC)c2)CC1 (stereo unspecified) | 1 | -1 | 4 | -2 | -0.8 | 98 | 2 | -5 | -1 | 0.0
CN(CC(=O)Nc1ccccc1Br)C(=O)CN(C)C1CCCCC1 | 12 | 24 | -6 | -11 | -0.5 | 102 | 8 | 0 | 1 | 0.0
COC(=O)[C@@]12C[C@@H](CC(=O)N3CCCC3)C(=O)N(CCc3ccc(OC)c(OC)c3)C1=CCC(C)(C)C2 | . | -4 | -5 | . | . | . | . | 3 | . | -0.1

Fetched one by one from above (2):
SMILES | Vif imaging | Exocytosis inh | ABHD5-PLIN5 inh | TLR9-MyD88 block | MC4R barr agon | ABCB6 inh MLPCN | MC4R antag cAMP | NOD2-RIPK2 inh | N-glyco inh | aDG glyco up
CCn1c(COc2ccccc2C)nnc1SCC(=O)N1CCC(C)CC1 | -14 | -1 | 9 | -6 | -0.1 | 100 | 3 | 0 | 1 | 0.4
CN(CC(=O)Nc1ccccc1Br)C(=O)CN(C)C1CCCCC1 | 12 | 24 | -6 | -11 | -0.5 | 102 | 8 | 0 | 1 | 0.0

Continued:
SMILES | Vif imaging | Exocytosis inh | ABHD5-PLIN5 inh | TLR9-MyD88 block | MC4R barr agon | ABCB6 inh MLPCN | MC4R antag cAMP | NOD2-RIPK2 inh | N-glyco inh | aDG glyco up
COc1ccc(OCC(=O)Nc2ccc3c(c2)nc2n3CCSC2)cc1 | -4 | 0 | 0 | 14 | -1.0 | 95 | 3 | -4 | -1 | -0.2
O=C(NCCCn1ccnc1)c1ccc(Cl)s1 | 9 | -3 | -2 | -1 | -2.0 | 87 | 5 | 11 | 1 | -0.1
S=c1nc[nH]c2c1ncn2C1CCCC1 | -2 | -1 | 0 | -8 | -0.6 | 97 | 20 | -4 | 3 | 0.1
O=C(NCCc1ccccn1)c1ccc(S(=O)(=O)N2CCCCCC2)cc1 | 18 | -4 | 3 | 8 | -1.9 | 100 | -4 | -6 | 0 | -0.1
COc1ccccc1CNC(=O)C1CCN(S(=O)(=O)c2ccc3c(c2)OCCO3)CC1 | -18 | -5 | -3 | 10 | -3.0 | 86 | 10 | 3 | -3 | 0.0
C=CCn1c(=NC(=O)c2sc3ccccc3c2Cl)sc2cc(S(N)(=O)=O)ccc21 | 3 | 21 | 2 | 7 | 16* | 101 | 33* | -7 | -3 | 0.3
C=CCNC(=O)c1ccc(S(=O)(=O)CC)c(Cl)c1Cl | -5 | -4 | -4 | 9 | -4.2 | 92 | 0 | 9 | 1 | 0.0
Cc1nnsc1S(=O)c1ccccc1Cl (stereo unspecified) | -1 | 11 | 2 | 0 | -0.8 | 87 | -6 | 1 | 0 | 0.2
CC1(C(=O)O)Oc2cccnc2NC1=O (stereo unspecified) | 0 | 7 | 1 | 2 | -1.2 | 97 | 10 | -2 | 3 | 0.0
COc1ccc(/C=C2\SC(=S)N(N3C(=O)CCC3=O)C2=O)cc1O | 2 | 4 | -23 | 14 | -2.1 | 94 | -3 | -3 | 0 | -0.2
Cc1ccccc1NC(=O)CSc1nnc(NC(=O)c2ccco2)s1 | 12 | -3 | 1 | 10 | -2.0 | 101 | 0 | -9 | 0 | 0.2
Clc1cc(Br)ccc1OCCn1ccnc1 | 7 | 0 | 0 | 1 | -1.9 | 90 | 3 | 11 | 1 | 0.2
Cc1cc(S(=O)(=O)N2CCOCC2)ccc1OCC(=O)Nc1ccc(Br)cc1F | -6 | 3 | 0 | -8 | -1.9 | 101 | 4 | 9 | 1 | 0.0
COC(=O)C(C(C)C)N(Cc1cc(OC)cc(OC)c1)S(=O)(=O)CCl (stereo unspecified) | -1 | 15 | -2 | 0 | 0.4 | 97 | 16 | 5 | -2 | -0.1
Cc1cccc(/C=N\NC(=O)c2sccc2-n2cccc2)c1 | 2 | -3 | -5 | -5 | 0.5 | 97 | 6 | 2 | 0 | 0.2
CC(NC(=O)COC(=O)CNC(=O)c1ccccc1Cl)C1CC2CCC1C2 (stereo unspecified) | 2 | 0 | 11 | 11 | -2.1 | 95 | 14 | -11 | 2 | 0.0
COc1ccc(/C=C/C(=O)NC(=S)Nc2ccc(S(=O)(=O)Nc3cc(OC)ncn3)cc2)cc1 | -4 | 3 | -2 | . | -1.2 | 99 | 23 | -8 | 0 | 0.2
CS(=O)(=O)N(CC(O)Cn1c2ccccc2c2ccccc21)c1ccccc1 (stereo unspecified) | 3 | -3 | 15 | 0 | -0.7 | 103 | -1 | 1 | 1 | 0.4
Cc1nn(-c2ccccc2)c(Cl)c1/C=N/N1CCN(c2ccccn2)CC1 | -3 | -2 | 0 | -2 | -2.6 | 101 | 2 | -5 | 0 | -0.4
O=C(Nc1ccccc1)Nc1ccc(NC(=O)c2ccccc2O)cc1 | -1 | 2 | 9 | -14 | 1.1 | 98 | -1 | -1 | -4 | 0.1
CNc1nc(Cl)nc2c1ncn2-c1ccccc1 | 8 | 2 | 2 | 1 | -1.2 | 101 | -4 | -4 | -1 | -0.1
O=C(CCN1C(=O)/C(=C\C=C\c2ccccc2)SC1=S)Nc1ccc(C(=O)O)cc1 | 26 | 9 | 14 | 6 | -1.5 | 97 | 7 | -2 | -1 | -0.2
NNC(=O)CNc1cccc(Br)c1 | -3 | -4 | -1 | -4 | -2.4 | 96 | 3 | -11 | 0 | 0.0
C(=N\Nc1cc(N2CCCCC2)ncn1)/c1ccco1 | 2 | 0 | -6 | -12 | -0.9 | 99 | -3 | 1 | -4 | 0.0

Screening data deposited in PubChem BioAssay by several laboratories.
